PI4K2A inh: inhibitors of human PI4K2A; purified PI4K2A, ADP-Glo luminescence, 1 h; active compounds read low; activity change, negative = inhibition, % at 76.9 µM; hit rate 0.13% among 420,000; AID 1346378; in the data active = activity change below about -50%; inconclusive = mostly about -30% to -49%;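 also: -100% = wells without enzyme as full effect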
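In this quantitative HTS, ADP production by PI4K2A was quantified luminescently after 1 h at ambient temperature; 100 microM adenosine served as plate-quality control.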
mIDH1 inhibitor: human IDH1 R132H inhibition | O75874 | IDH1-R132H enzyme, NADPH consumption, diaphorase/resazurin fluorescence | Potency, µM (series often up to 76.6 µM), inactives show at the top dose activity change, negative = inhibition, actives largely listed as inhibitors | hit rate 0.093% among 390,000; also: potency is read from the fitted curve at half-maximal effect; % is scaled to controls: 0 for no effect and ±100 for the full control effect; nearly all actives have a fitted effect of over 65% in size
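IDH1-R132H (0.5 ug/mL) preincubated 30 min with compound, then NADPH (0.016 mM) and alpha-KG (2 mM) added; 80 min at RT, pH 7.5. Remaining NADPH coupled via diaphorase/resazurin to fluorescence (540/590 nm); concentration-response curves normalized to no-enzyme control.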
Glioma ERSR ind: induces the endoplasmic reticulum stress response in human glioma cells | AID 602332 | Potency, µM, without a hit: top-dose activation, most hits filed as activators | hit rate 0.02% among 420,000 | U87-MG GRP78 promoter luciferase reporter, 16 h; also: potency is read from the fitted curve at half-maximal effect; series mostly up to about 76 µM; % of control where 0% means no effect; nearly all actives have a fitted effect of over 35% in size
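Stably transfected U87-MG human glioma cells carrying a GRP78-based luminescent sensor were seeded at 1000 cells/well, pin-dosed with compounds and incubated 16 h. Luciferase reagent was then added, and end-point luminescence was read after 10 min at room temperature.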
Vif-A3F inh: blocks the Vif interaction with APOBEC3F. HeLa A3F-eYFP + Vif (tagged APOBEC3F with the HIV-1 protein that degrades it), YFP fluorescence increase. Potency, µM (highest dose often 46.1 µM), without a hit: top-dose activity, negative = active. hit rate 0.2% among 390,000; also: potency is read from the fitted curve at half-maximal effect; % of control where 0% means no effect; nearly all actives have a fitted effect of over 65% in size
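Fluorescence increase (Ex 488/Em 500-530) after overnight compound treatment at 37 deg C flags inhibition of Vif-driven A3F-eYFP loss in stable HeLa A3F-eYFP/Vif cells seeded overnight beforehand.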
LDHA inh: LDHA (human) enzyme inhibition; purified LDHA, NADH/diaphorase-resazurin fluorescence; active compounds read low; hit rate 0.15% among 480,000; activity change, % (values are at about 110 or 230 µM); in the data active = activity change below about -30%; inconclusive = mostly about -25% to -30%;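 also: plate controls were DMSO wells for no effect and wells without enzyme for full effect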
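Human LDH5 (2 nM) was incubated with 0.06 mM NADH and 0.2 mM pyruvate for 5 min at room temperature in Tris pH 7.4. Remaining NADH was coupled through diaphorase/resazurin, and resorufin fluorescence was read at 0 and 20 min.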
TrxR1 substrate: rat thioredoxin reductase 1 substrate activity; O89049; purified TrxR1 substrate turnover, NADPH consumption readout; Potency, µM (titrated, usually from 114 µM), for the others: top-dose activity change, negative = substrate turnover; hit rate 0.01% among 390,000; AID 588456; also: potency is read from the fitted curve at half-maximal effect; % is scaled to controls: 0 for no effect and ±100 for the full control effect; nearly all actives have a fitted effect of over 50% in size
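Rat TrxR1, dispensed at 90 nM, was prereduced with 400 uM NADPH (final) for 5 min at ~22 deg C, then incubated with compound 15 min before 400 uM selenite. A first-read NADPH fluorescence drop versus no-compound background flagged substrates.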
USP1 inh: inhibitors of human USP1/UAF1 deubiquitinase; O94782; recombinant USP1/UAF1, Ub-Rhodamine cleavage fluorescence; Potency, µM (top dose mostly 57.1 µM), for the others: top-dose activity change, negative = inhibition, usual class: inhibitors; hit rate 0.23% among 390,000; also: potency is read from the fitted curve at half-maximal effect; % is scaled to controls: 0 for no effect and ±100 for the full control effect; nearly all actives have a fitted effect of over 60% in size; inactives centre near -12
Target sequence (O94782 whole entry, looked up): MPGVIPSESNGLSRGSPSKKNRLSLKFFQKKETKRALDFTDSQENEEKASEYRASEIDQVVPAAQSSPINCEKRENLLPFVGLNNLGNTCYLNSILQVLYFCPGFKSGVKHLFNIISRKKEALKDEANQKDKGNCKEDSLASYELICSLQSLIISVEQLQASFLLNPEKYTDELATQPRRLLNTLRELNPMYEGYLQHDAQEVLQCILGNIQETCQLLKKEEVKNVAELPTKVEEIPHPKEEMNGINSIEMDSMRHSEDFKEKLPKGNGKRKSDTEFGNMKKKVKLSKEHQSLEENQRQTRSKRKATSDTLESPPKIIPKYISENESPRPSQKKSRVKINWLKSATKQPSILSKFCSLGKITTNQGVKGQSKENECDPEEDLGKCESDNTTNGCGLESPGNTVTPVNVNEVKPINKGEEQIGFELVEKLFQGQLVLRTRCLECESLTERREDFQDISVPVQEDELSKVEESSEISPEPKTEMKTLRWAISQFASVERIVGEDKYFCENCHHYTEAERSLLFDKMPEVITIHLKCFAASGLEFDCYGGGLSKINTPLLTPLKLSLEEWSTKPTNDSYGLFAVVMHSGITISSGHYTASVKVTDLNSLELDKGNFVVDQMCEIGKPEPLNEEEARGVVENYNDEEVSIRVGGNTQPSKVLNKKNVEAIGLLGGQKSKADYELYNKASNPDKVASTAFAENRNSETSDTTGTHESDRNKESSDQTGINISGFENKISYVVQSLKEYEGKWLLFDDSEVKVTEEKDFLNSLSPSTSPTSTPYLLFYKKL
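USP1/UAF1 complex (1 nM) preincubated 15 min at room temperature with compound, then Ub-Rho substrate (150 nM final) added. Kinetic fluorescence at 480/540 nm over 6 reads at 60 s intervals; 50 mM HEPES pH 7.8, 0.5 mM EDTA, 0.1 mg/ml BSA, 1 mM TCEP, 0.01% Tween-20.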
RXFP1 ag: RXFP1 (human) receptor agonism; HEK293T-RXFP1 cAMP TR-FRET, 30 min; response scale: percent of porcine relaxin response, buffer zero; Q9HBX9; AID 2676; Potency, µM (top dose mostly 57.5 µM), for inactives: at the highest dose activation, most hits filed as activators; hit rate 0.3% among 370,000; also: potency is read from the fitted curve at half-maximal effect; % is scaled to controls: 0 for no effect and ±100 for the full control effect; nearly all actives have a fitted effect of over 60% in size; many of its hits are not listed in these tables
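cAMP rise read by TR-FRET after 30 min, 37C compound exposure (up to 58 uM) in RXFP1-transfected HEK293 cells with Ro 20174 present. EC50 from Hill-equation fits, with 29 nM porcine relaxin as 100% and buffer as basal.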
Vif-APOBEC3G blk: Vif-A3G binding inhibition | Q9HC16 | HeLa A3G-eYFP + Vif (tagged APOBEC3G with the HIV-1 protein that degrades it), YFP fluorescence, overnight | Potency, µM (highest dose often 46.1 µM), inactives show top-dose activity, negative = active, actives largely listed as inhibitors | hit rate 0.076% among 410,000 | AID 602310;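 also: potency is read from the fitted curve at half-maximal effect; % is scaled to controls: 0 for no effect and ±100 for the full control effect; nearly all actives have a fitted effect of over 60% in size; hits raise eYFP signal because A3G escapes Vif-driven loss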
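Read-out is eYFP fluorescence (Ex 488/Em 500-530) from Vif-expressing HeLa A3G-eYFP cells; more signal means A3G escaped Vif-mediated degradation. Cells plated overnight, compound pinned in, incubated overnight at 37 deg C.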
* marks the source's active call; other numbers are inactive results; ? = inconclusive; · = not tested or not shown; & = joins results of further samples; [ ] = remark or other dose. Unless noted, calls follow the shape of the dose curve; as a rule, active = well fitted curve in the direction sought with a large enough effect; inconclusive = small, poorly fitted or top-dose-only effect, or another doubt; inactive = no such curve, though single readings can be large; an effect the other way counts as inactive or inconclusive. This is a subset; the hit share may differ from the screen's.

smiles,TrxR1 substrate,RXFP1 ag,USP1 inh,Vif-A3F inh,Glioma ERSR ind,LDHA inh,mIDH1 inhibitor,PI4K2A inh,Vif-APOBEC3G blk
C=CCn1c(C)cc(C(=O)COC(=O)/C=C/c2ccc(OC)cc2)c1C,-2%,-3.3%,-28%,2%,-2%,0,9%,5,-5%
COc1ccc(N2C(=O)/C(=C\c3ccco3)N=C2SCC(=O)NC(C)(C)C)cc1Cl,-10%,1.7%,-16%,-1%,-5%,2,5%,-4,-3%
Cc1ccc2nc(/C(C#N)=C/c3ccc(-c4ccc(C(=O)OC(C)C)cc4)o3)[nH]c2c1,13%[11.4 µM],5.8%,?,-900%,1%,0,-13%,1,2µM*
O=C(c1ccc([N+](=O)[O-])cc1)N1CCN=C1SCc1ccccc1,6%[57.1 µM],1.1%,-11%,-5%,-3%,-4,3%,3,2%
O=C(CCCn1c(SCc2cccc(F)c2)nc2ccccc2c1=O)NCC1CCCO1 (stereo not drawn),-2%,2.9%,-16%,-11%,-4%,-14,2%,-3,-5%
O=C(CC(c1ccccc1)c1ccccc1)Nc1ccc(Cl)cn1,-12%,-0.3%,-15%,-8%,-3%,-4,-1%,2,-16%
CCSc1nnc(NC(=O)C2CC(=O)N(Cc3ccccc3)C2)s1 (stereo not drawn),-1%,1.1%,-15%,-6%,1%,-4,3%,2,-6%
Cc1ccc(C(=O)Nc2cccc(C(=O)NCc3ccccc3)c2)o1,7%,1.8%,-6%,-4%,-3%,-4,2%,-1,0%
Cc1onc(-c2ccccc2)c1C(=O)Nc1ccc2c(c1)OCCO2,3%,-0.9%,-11%,-3%,0%,-2,-6%,0,-1%
O=C(O)C1CCN(S(=O)(=O)Cc2ccccc2)CC1,1%,-0.4%,-7%,-2%,0%,0,-15%,7,-5%

Four entries picked at random from those above, as already listed:
smiles,TrxR1 substrate,RXFP1 ag,USP1 inh,Vif-A3F inh,Glioma ERSR ind,LDHA inh,mIDH1 inhibitor,PI4K2A inh,Vif-APOBEC3G blk
CCSc1nnc(NC(=O)C2CC(=O)N(Cc3ccccc3)C2)s1 (stereo not drawn),-1%,1.1%,-15%,-6%,1%,-4,3%,2,-6%
O=C(CC(c1ccccc1)c1ccccc1)Nc1ccc(Cl)cn1,-12%,-0.3%,-15%,-8%,-3%,-4,-1%,2,-16%
Cc1onc(-c2ccccc2)c1C(=O)Nc1ccc2c(c1)OCCO2,3%,-0.9%,-11%,-3%,0%,-2,-6%,0,-1%
COc1ccc(N2C(=O)/C(=C\c3ccco3)N=C2SCC(=O)NC(C)(C)C)cc1Cl,-10%,1.7%,-16%,-1%,-5%,2,5%,-4,-3%

The list goes on:
smiles,TrxR1 substrate,RXFP1 ag,USP1 inh,Vif-A3F inh,Glioma ERSR ind,LDHA inh,mIDH1 inhibitor,PI4K2A inh,Vif-APOBEC3G blk
Cc1ccc(COCCN2CCN(S(=O)(=O)c3ccc(C)cc3)CCC2=O)cc1,9%[57.1 µM],0.1%,-17%,12%,-4%,-10,18%,5,2%
CC1CCc2c(C(=O)Nc3cccc(-c4nn[nH]n4)c3)csc2C1 (stereo not drawn),-5%,-1.6%,-16%,4%,6%,-7,-3%,-6,-8%
Cn1c(=O)c2c(ncn2CCc2ccccc2)n(C)c1=O,-7%,9.0%,-13%,-7%,-2%,-3,5%,-3,-1%
Cc1ccc(C)c(NC(=O)CSc2nnc(-c3ccncc3)n2N)c1,3%,0.3%,-7%,-3%,-2%,-6,0%,-1,-4%
COc1ccc(CNc2nc(-c3ccc(Cl)cc3)nn2S(=O)(=O)c2ccc(C)cc2)cc1,2%,2.4%,-30%,-4%,-2%,-4,-9%,-1,-3%
CCN(CC)C(=O)c1cccc(-c2csc(C(O)c3ccc(OC)cc3)n2)c1 (stereo not drawn),·,·,·,·,0%,-3,·,-6,-3%
COC(=O)C1CN(C(=O)COc2ccccc2)c2ccccc2O1 (stereo not drawn),-3%,5.0%,-21%,-7%,-5%,-2,-1%,1,2%
Cn1cccc1/C=C1\SC(=S)N(NC(=O)c2ccccc2O)C1=O,-24%,2.0%,-21%,-23%,-2%,-1,2%,4,-9%
O=C(c1ccco1)N1CCN=C1SCc1ccc(F)cc1,4%,1.1%,-15%,-2%,1%,3,-5%,-2,0%
CCN(C[C@H]1N[C@@](Cc2ccccc2)(C(=O)OC)[C@H]2C(=O)N(Cc3ccccc3)C(=O)[C@@H]12)C(=O)COc1ccccc1,-7%,·,-15%,-1%,-1%,0,-7%,4,-2%
O=C(NCC1OCCc2ccccc21)c1ccc(NC(=O)c2ccc(Cl)cc2Cl)cc1 (stereo not drawn),9%,2.0%,-19%,0%,-5%,-13,-1%,-3,-6%
O=C(Nc1cccnc1)c1cccc(S(=O)(=O)N2CCc3ccccc32)c1,7%[57.1 µM],1.6%,-22%,6%,-8%,2,4%,0,1%
CC(C)NC(=O)CSc1cn(CC(=O)N2CCCCCC2)c2ccccc12,1%,0.8%,-27%,-8%,-3%,-9,-2%,-1,3%
CN(/N=C/c1ccc(Cl)cc1)c1ncc(Cl)cc1C(F)(F)F,5%[57.1 µM],-0.7%,-15%,-15%,-6%,2,19%,-1,-6%
COc1ccc(OCCSc2ncn[nH]2)cc1,-2%,1.6%,-14%,-12%,-8%,-2,3%,-3,3%
CCn1c(SCC(=O)N2CCN(c3ccccc3)CC2)nnc1-c1cc2cc(Cl)ccc2o1,8%,0.3%,-8%,-4%,-3%,5,-5%,-1,1%
CC(C(=O)Nc1ccc2c(c1)OCCO2)n1nnc(-c2ccccc2)n1 (stereo not drawn),0%,2.3%,-14%,-1%,-4%,-2,3%,1,2%
Cc1cccc(NC(=O)COC(=O)Cc2cccs2)c1C,-8%,-0.1%,-3%,5%,-1%,-3,-4%,-25,0%
Cc1ccc(Cl)cc1N1CCN(C(=O)c2c(C)oc3ncnc(N4CCOCC4)c23)CC1,2%,0.6%,11%,4%,-1%,1,-3%,0,-6%
Cc1ccc(SCc2noc(-c3c(C)noc3C)n2)cc1,-4%[57.1 µM],-2.6%,-15%,6%,3%,-5,-1%,-3,0%
Cc1ccccc1NS(=O)(=O)c1ccc(S(=O)(=O)N2CCCC2)cc1,·,·,?,4%,-2%,0,5%,-1,2%
O=C(O)c1ccc(NC(=O)c2cccs2)cc1,7%,1.3%,-9%,-1%,-3%,-3,4%,?,-1%
Cc1cc(C(=O)NNC(=O)c2cccs2)c(C)o1,-9%,2.2%,-1%,-4%,1%,-4,1%,4,3%
COc1ccc(NC(=O)C2(C)CCN2CCc2ccccc2)cc1OC (stereo not drawn),·,·,·,·,-2%,5,·,-1,-1%
O=C(Nc1ccc(NC(=O)c2cccs2)cc1)c1ccc(Br)o1,7%[57.1 µM],-2.1%,-1%,1%,1%,-7,3%,-6,-1%
COc1ccc(NC(=O)COC(=O)CNS(=O)(=O)c2ccccc2)cc1OC,-6%,1.7%,3%,2%,-5%,-2,-3%,2,2%
Cc1cc2oc(=O)c(CC(=O)O)c(C)c2c2occ(-c3ccc(F)cc3)c12,69%[activator],2.4%,-13%,-21%,2%,0,-6%,-11,-9%
Cc1ccc(CN2CCN(Cc3c[nH]c4ccccc34)CC2CCO)o1 (stereo not drawn),10%[57.1 µM],0.7%,-13%,7%,-3%,-7,-12%,2,4%
CSc1ccc(/C=C/C(=O)c2ccc(NC(=O)C(C)C)cc2)cc1,-3%,1.8%,?,-7%,?,-12,-2%,0,-19%
COc1ccc(CNC(=O)C2=CC(c3ccc(OC)c(OC)c3)=NS(=O)(=O)N2C)cc1,-6%&0%,1.5%&-3.9%,-15%&-28%,3%&-6%,1%&0%,-3&-9,-9%&15%,-5&1,-2%&4%
CCCC1=Nc2cc(C(=O)N3CCC(C)CC3)ccc2Sc2ccc(C)cc21,-4%,0.5%,-3%,-5%,0%,3,-17%,-2,2%
O=C(CCCOc1ccc(Br)cc1)NNC(=O)c1ccncc1,-6%,1.0%,6%,3%,-4%,-8,1%,-3,0%
CN(C)CCOC(=O)C12CC3CC(CC(C3)C1)C2,4%[57.1 µM],-1.3%,-6%,4%,-6%,1,3%,-3,3%
COc1ccc(CCC(=O)N2CCCC(Nc3ccc(OC)cc3)C2)cc1 (stereo not drawn),-16%,2.7%,-17%,?,-5%,5,9%,1,-4%
Cc1cccc(N(CC(=O)NCc2ccco2)C(=O)CCC(=O)Nc2ccccn2)c1,0%,1.6%,-5%,-7%,-5%,-7,7%,0,1%
Cc1cc(C)cc(N(CC(=O)Nc2cccc(C)n2)S(=O)(=O)c2c(C)noc2C)c1,-12%,1.5%,-8%,2%,-4%,2,-4%,-2,-9%
Cc1cc(C(=O)Nc2ccc(Br)cc2F)n(-c2ccccc2)n1,-8%,1.9%,-12%,0%,-4%,-3&1,0%,6,-11%
Cc1ccc(C)c(NC(=O)C(c2ccccc2)N2Cc3ccccc3C2=O)c1 (stereo not drawn),-13%,-2.9%,-23%,-7%,-3%,1&-6,-11%,-3,5%

Compound activity: PubChem BioAssay, National Center for Advancing Translational Sciences (NCATS)
